# Bioassay records from PubChem.
# mHTT CaM bind = mHTT-calmodulin interaction abrogation; P42858; AlphaScreen His-mHTT/GST-CaM binding, luminescence; inhibition, % at 15 µM; 3.6% of 190,000 active; AID 1671202;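 note: 0% = both proteins with DMSO and 100% = one protein alone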
# Pf apPOL block = Pf-apPOL DNA polymerase inhibition; Recombinant Pf-apPOL, molecular beacon fluorescence, 1.5 h; inhibition, % at 10 µM; 0.25% of 210,000 active; AID 1794808
# Starred values were filed as active, the others as inactive; . = no result given; & = joins results of further samples. Cut-off read from the data, not from the text of the source: active = inhibition above about 50%; inactive = the rest.
smiles | mHTT CaM bind | Pf apPOL block
Cc1ccc(C=CC(=O)c2cc(Cl)ccc2O)cc1 | 2 | -5
NC(=O)C1CCCN(c2nc(-c3ccccc3)cs2)C1 (stereo not drawn) | 3 | 4
O=C(O)c1ccc(N=Cc2cc([N+](=O)[O-])ccc2O)cc1 | 2 | -1
Cc1cc(C)n(-c2cc(N3CCN(C(=O)Nc4ccc5c(c4)OCCO5)CC3)nc(C)n2)n1 | 18 | 1
COc1ccc(Br)cc1/C=C1\Sc2ccccc2C1=O | 5 | 14
CC(C)n1cnnc1C1CCN(Cc2ccc[nH]2)CC1 | 20 | 3
COc1ccc(-c2c(C)oc3c(CN4CCCCC4)c(O)ccc3c2=O)cc1 | 1 | -7
CCSC(=O)NCc1ccccc1 | . | -5
Cc1ccccc1N(CC(=O)N1CCN(C)CC1)S(C)(=O)=O | -4 | -16
COc1ccc(CN2CCN(c3ncnc4sc5c(c34)CCCC5)CC2)cc1 | 28 | -4
CCOc1ccc(OCC)c(NC(=O)CCS(=O)(=O)c2ccc(Br)s2)c1 | -2 | -9
COc1cccc(CN2CCc3c(cc(C(=O)N4CCN(CC(C)C)CC4)n3C)C2)c1 | 33 | -2
Cn1c(N2CCCC(C(=O)NCc3ccc(F)cc3)C2)cc(=O)n(C)c1=O (stereo not drawn) | -6 | -2
CCCNC(=O)c1ccc2ncc3c(=O)n(-c4ccccc4)[nH]c3c2c1 | 30 | 9
O=C(Cc1ccc(NS(=O)(=O)Cc2ccccc2Cl)cc1)N1CCOCC1 | -6 | -1
COC(=O)c1ccc(C(=O)NCC2CCN(Cc3ccsc3)CC2)cc1 | -1 | -2
COC(=O)c1ccc(CSc2nnc(NC(=O)c3cc(C)cs3)s2)o1 | -9 | -1
O=c1[nH]c2ccsc2c(=O)n1CCO | . | -2
COc1ccc(-n2nc(C(=O)Nc3cccc(Cl)c3)c3ccccc3c2=O)c(OC)c1 | -4 | 13
CCC(C)(C)NC(=O)C1CCCN(c2nccnc2Sc2ccccc2)C1 (stereo not drawn) | 6 | -3
CCOC(=O)c1ccc(-n2c(C)ccc2C)cc1 | . | -6
COc1cc(NS(=O)(=O)c2ccc(NC(=O)c3c(OC)cccc3OC)cc2)nc(OC)n1 | 0 | 11
CC(C)(C)c1nnc(NC(=O)C2CC(=O)N(CCc3c[nH]c4ccc(Cl)cc34)C2)s1 (stereo not drawn) | 55* | 0
COc1ccc(-c2c(-c3cc(OC)c(OC)c(OC)c3)noc2C)cn1 | -9 | -6
O=C(NNC(=O)c1ccc(Oc2cc(Cl)cc(Cl)c2)o1)c1cccc(C(F)(F)F)c1 | . | -2

# Molecules shown so far that contain a thiophene ring, fused or not:
smiles | mHTT CaM bind | Pf apPOL block
COc1ccc(CN2CCN(c3ncnc4sc5c(c34)CCCC5)CC2)cc1 | 28 | -4
CCOc1ccc(OCC)c(NC(=O)CCS(=O)(=O)c2ccc(Br)s2)c1 | -2 | -9
COC(=O)c1ccc(C(=O)NCC2CCN(Cc3ccsc3)CC2)cc1 | -1 | -2
COC(=O)c1ccc(CSc2nnc(NC(=O)c3cc(C)cs3)s2)o1 | -9 | -1
O=c1[nH]c2ccsc2c(=O)n1CCO | . | -2

# Further compounds
smiles | mHTT CaM bind | Pf apPOL block
CCC1=Nc2cccc3cccc(c23)N1 | . | -63
CC(C)=C1NC(=O)NC1=O | -6 | .
CC(C)C(=O)Nc1ccc2c(c1)C(N1CCCCC1)=Nc1ccccc1O2 | 5 | -3
Cc1ccc(S(=O)(=O)c2nc(-c3ccco3)oc2SCC(=O)NCC2CCCO2)cc1 (stereo not drawn) | 0 | -11
CCCn1ncc(N2CCC(C(=O)Nc3ccc(C)cc3)CC2)cc1=O | 0 | -4
N#Cc1c(C(F)(F)F)cc(-c2cccs2)nc1SCC(=O)Nc1ccccn1 | -19 | -4
Cc1cc2n(n1)CCCN2C(=O)CCC(=O)NC1CCN(Cc2ccccc2)CC1 | 4 | -1
O=C(CS(=O)(=O)c1cn(Cc2ccccc2Cl)c2ccccc12)N1CCCCC1 | 0 | -6
COc1ccc(OC)c(N(CC(=O)NCC2CCCO2)S(=O)(=O)c2ccccc2)c1 (stereo not drawn) | 6 | 2
N#CCNC(=O)C1CC(=O)N(CCc2c[nH]c3ccc(F)cc23)C1 (stereo not drawn) | -6 | 0
CC(=O)Nc1ccc(-c2noc(C3CCN(C(=O)Cc4cccc(F)c4)CC3)n2)cc1 | 9 | 0
Cc1onc2c1c(=O)n(C)c(=O)n2C | . | -8
O=C(O)C1CCCN1S(=O)(=O)c1ccc(Cl)s1 (stereo not drawn) | 1 | .
O=C(Nc1cccc([N+](=O)[O-])c1)c1cn(-c2ccccc2)nc1-c1cccnc1 | 4 | -17
CCCCCC(=O)Nc1ncc2c(n1)CC(c1cccs1)CC2=O (stereo not drawn) | -3 | -6
COc1ccc(C2=NOC(C(=O)Nc3cc(C)nn3-c3ccccc3)C2)cc1 (stereo not drawn) | -3 | 9
COc1cccc(Oc2nc3c(c(=O)n(C)c(=O)n3C)n2Cc2ccc(Br)cc2)c1 | -8 | -7
O=C(Nc1ccc2ncnc(N3CCCCC3)c2c1)c1ccccc1C(F)(F)F | 16 | 2
Cc1cccc(OCC(=O)Nc2nnc(C3CC(=O)N(c4ccccc4)C3)o2)c1C (stereo not drawn) | 1 | 0
Cc1cc(C(=O)Nc2ccc3c(c2)C(=O)NC3=O)no1 | -2 | -4
Cc1nc(Nc2ccc(F)cn2)sc1C(=O)N1CCN(c2ccccc2)CC1 | 68* | -10
COc1ccc(C2c3cc(OC)c(OC)cc3CC(C)C2C)cc1OC (stereo not drawn) | . | -9
COc1ccccc1CCNC(=O)CN(C)c1nc2ccccc2s1 | -7 | -14
CCn1cc(CNC(=O)c2cc(-c3cc(OC)ccc3OC)nc3ccccc23)cn1 | 0 | 1
C1CCc2c(c(N3CCOCC3)nc3sc4c(NCCN5CCOCC5)nnnc4c23)C1 | 7 | -4
COS(=O)(=O)c1ccc2c(c1C)OC(C)(C)CC2=O | . | -19
Clc1ccccc1C1Cn2cnc(-c3nc(-c4cccnc4)no3)c2CO1 (stereo not drawn) | 33 | -4
CCC(=O)Nc1c(C)nc2scc(CC)n2c1=O | -6 | 2
CN(C)c1cccc(NC(=O)C2(C)CC2(Cl)Cl)c1 (stereo not drawn) | 12 | -3
Cc1onc(-c2c(Cl)cccc2Cl)c1NC(=O)OCCOc1ccc(Cl)cc1Cl | . | -6&-9
N#CC1=CN(c2ccc(C(F)(F)F)cc2)c2cc(F)ccc2S1(=O)=O | -11 | -1
O=C1CSC(c2ccc([N+](=O)[O-])cc2)N1c1cccc(C(F)(F)F)c1 (stereo not drawn) | 6 | 7
CCCCC[C@@H](C)N1C[C@H](COCc2ccccc2)Oc2cc(N3CCC[C@@H]3COC)ccc2S1(=O)=O | -19 | -4
CC(=O)Nc1nc(-c2cc3cc(Cl)ccc3oc2=O)cs1 | -4 | -3
O=C(c1ccco1)N1CCC(c2nncn2-c2ccccc2)CC1 | -8 | -6
CC1C(=O)N(Cc2cn(Cc3ccco3)nn2)CCS(=O)(=O)N1Cc1ccc(-c2ccccc2Cl)cc1 (stereo not drawn) | 77* | -3
Cc1nc(OCC(=O)Nc2ccc(Cl)c(C(F)(F)F)c2)c2ccccc2n1 | 22 | 0
Oc1c(C(Nc2cccc(C(F)(F)F)c2)c2ccccn2)ccc2cccnc12 (stereo not drawn) | 99* | -114
O=C(COc1ccccc1[N+](=O)[O-])N1CCCc2ccccc21 | 9 | -6
COc1ccccc1NC(=O)N1CCCC(C)(C(=O)NCc2ccccc2)C1 (stereo not drawn) | -1 | -3
Cc1ccc(-c2n[nH]c3c2CN(C(=O)c2ccoc2)CC3)cc1 | 10 | -9
COCCc1noc(COC2CCN(S(C)(=O)=O)CC2)n1 | -4 | -6
COc1ccc(CC(=O)NCCn2c(C)cc3ccccc32)cc1OC | 34&10 | -9&-2
CC1CN(C(=O)c2cc3cc(Br)cc(Br)c3oc2=O)CC(C)O1 (stereo not drawn) | 6 | 0
CCCCCOc1ccc(C(=O)Oc2ccc3c(c2)Cc2cc(CCCCC)ccc2-3)cc1 | . | 8
CC1=C(C(=O)Nc2cccc(C)n2)C(c2ccc3c(c2)OCO3)C2=C(CCCC2=O)N1 (stereo not drawn) | -3 | -30
Cc1ccc(C(=O)Nc2ccc3c(c2)CCC(=O)N3)c(C)c1 | -3 | 0
CCCNC(=O)c1c(C)nc2ccccn2c1=O | 0 | -1
O=C(CCn1c(=O)oc2ccccc21)NCc1ccc2c(c1)OCO2 | -23 | -1
Cc1cccc(N=Cc2[nH]c3ccc(Br)c(Cl)c3c2O)c1 | 9 | 3

# As a short view, part of the list above:
smiles | mHTT CaM bind | Pf apPOL block
CCCNC(=O)c1c(C)nc2ccccn2c1=O | 0 | -1
O=C(CCn1c(=O)oc2ccccc21)NCc1ccc2c(c1)OCO2 | -23 | -1
Cc1cccc(N=Cc2[nH]c3ccc(Br)c(Cl)c3c2O)c1 | 9 | 3

# Additional compounds.
smiles | mHTT CaM bind | Pf apPOL block
COCCNC(=O)c1cc2cn(C(C)C)cc2s1 | 3 | -10
CNC(=O)C1CN(C(=O)COc2ccc(Cl)cc2)CC12CCCC2 (stereo not drawn) | -2 | 0
CCN(CC)c1nc(=O)n(-c2nc(-c3ccccc3)oc2-c2ccccc2)cc1Cl | 7 | -4
C(=NCc1cccs1)c1cccs1 | . | -3&-5
Cc1ccc(CN2CCN(C3CCN(C(=O)Nc4ccccc4Cl)CC3)C2=O)cc1 | 16 | -5
COc1cc(C(=O)Nc2ncc(Cc3cccc(Cl)c3)s2)cc(OC)c1OC | 23 | -8
O=c1c(Cc2ccccc2)c[nH]c2ccccc12 | -12 | -11
Oc1oc(-c2ccccc2Br)nc1C=Nc1ccccc1I | 1 | 2
CC1(C)SCC(C(=O)O)NC1=O (stereo not drawn) | -6 | -4
COc1nccnc1N1CCC(NC(=O)COc2ccccc2C)C1 (stereo not drawn) | -5 | -3
Cc1cccc(CNC(=O)C2CCN(c3ccccc3C)C2=O)c1 (stereo not drawn) | 0 | -3
C=CCNC(=O)c1cc(C)nc2c(C)cc(C)cc12 | 1 | -1
COc1ccc(C2=NC(C)(C)N(CC(=O)Nc3ccc(C)c(C)c3)C2=O)cc1 | -2 | -6
Cc1nc2c(n1C)CN(C(=O)Cc1ccc(F)cc1)CC2 | -1 | -5
Cc1c(C=NNC(=O)NCc2ccccc2)sc2ccccc12 | . | -3
Cc1cccc(CCNC(=O)C2CCCN(C(=O)c3cccc(C(F)(F)F)c3)C2)c1 (stereo not drawn) | 33 | -33
COc1ccc(C2C(C#N)=C(N)OC3=C2C(=O)c2ccccc2C3=O)cc1Br (stereo not drawn) | 26 | -2
COc1cc(C=C2Oc3cc(OC(=O)c4ccco4)cc(C)c3C2=O)cc(OC)c1OC | 2 | -11
CCOc1ccc(CN2CCC(C(=O)NCCc3ccccc3)CC2)cc1 | -1 | 8
CCOc1cc(-c2ccc(SC)cc2)cc(=O)c2c(C)oc(C)c12 | 70* | 4
Cc1ccccc1-c1onc(C)c1C(=O)NCc1cccc(F)c1F | -4 | -3
CCOC(=O)c1c(C)nsc1NC(=O)Oc1ccccc1 | . | -4
NS(=O)(=O)c1cc(C(=O)Nc2ccccc2[N+](=O)[O-])ccc1Cl | -1 | 2
CCOc1ccc2nc(SCc3ccc(C)cc3)[nH]c2c1 | -14 | -7
COc1ccc(C)cc1NC(=O)CN(C1CCCCC1)S(=O)(=O)c1ccc(F)cc1 | -8 | -20
COc1ccc(CNC2CCSC2)cc1 (stereo not drawn) | -5 | -4
CC1(C)CC(=O)C2=C(C1)OC(c1ccc(Br)o1)C(C#N)=C2N (stereo not drawn) | 4 | -1
CSc1sc(C)cc1C1C(C#N)=C(N)N(c2cccnc2)C2=C1C(=O)CC(C)(C)C2 (stereo not drawn) | 34 | -3
CC(=O)N1CCCC(c2ccnc(Nc3cccc(C)c3)n2)C1 (stereo not drawn) | 11 | -7
CN1CCC(NC(=O)c2ccc3c(c2)N(S(=O)(=O)c2ccccc2)CC3)CC1 | -5 | -1
Cc1ccc(C(=O)NCCN2CCOCC2)cc1Cl | -6 | 2
CN(C)C(=O)C1CCCN(c2cnn(C)c(=O)c2)C1 (stereo not drawn) | -7 | 0
CC1=C(C(=O)Nc2ccc(F)cc2)C(c2cccnc2)C2=C(CCCC2=O)N1 (stereo not drawn) | 4 | -1
COC(=O)c1cc(Nc2ccc(OC)cc2)c2cc(F)ccc2n1 | -2 | -4
Cc1cc(C)n2nc(SCCC(=O)NCc3c(F)cc(F)cc3F)nc2n1 | -10 | -10
COCC(=O)NCCC1CCN(C(=O)c2ccccc2)CC1 | 0 | -11
Cn1nc(-c2nc(-c3ccccc3F)no2)c2c1CCN(C(=O)c1ccc(F)cc1)C2 | -1 | 0
C=C(C)c1cccc(C(C)(C)NC(=O)NC23CC4CC(CC(C4)C2)C3)c1 | -5 | -3
COc1cccc(/C=C2/N=C(c3cccc(Cl)c3Cl)OC2=O)c1OC | 6 | -3
CC12CN(S(=O)(=O)c3ccccc3)CC(C)(CN(S(=O)(=O)c3ccccc3)C1)C2O (stereo not drawn) | 5 | -1
COc1ccc2c(c1)CN1CN(C3CCCC3)S(=O)(=O)CC21 (stereo not drawn) | 44 | -4
CC(CNC(=O)C1CCN(c2cnn(C)c(=O)c2)CC1)c1ccccc1 (stereo not drawn) | 7 | -2
O=C(Nc1ccccc1)OCCOc1ccccc1Br | -6 | 1
COCCn1cc(C(=O)NCCC2=CCCCC2)c2c3ccccc3n(C)c2c1=O | 3 | -4
C[C@@]12CCC=C[C@H]1[C@H](c1ccc(Br)cc1F)N(Cc1ccccc1)C2=O | 90* | -4
CSc1cc(C(C)(C)C)nn1S(=O)(=O)c1ccc(Cl)cc1 | . | 0
O=C(NCCC1=CCCCC1)c1ccc2c(c1)NC(=O)C1CCCCN21 (stereo not drawn) | -4 | -6

# The order is random; about 3.5% have a hit in one of these screens.
